K1F lysis inhibition: protection from phage-mediated lysis, alamar blue read-out – E. coli UTI89, K1F phage, bacterial capsule biogenesis inhibitors (AID 488966). 340,000 compounds, 0.02% hits. inhibition, % at 100 µM; hits with a dose series show IC50 in µM. E. coli UTI89 K1F phage lysis, alamar blue, 2 h; higher % means a stronger effect;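 active means phage lysis inhibition, versus mean bacterial control, above a set limit; inconclusive means no clear call, values can overlap the other calls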;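 further: capsule biogenesis inhibitors block K1F phage lysis so surviving cells raise fluorescence; higher fluorescence means more inhibition of phage lysis; actives were called in the ten point dose series up to 300 µM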
MgcRacGAP inhibition: MgcRacGAP GTPase-activating activity inhibitors, confirmation, biochemical, ADP Hunter fluorescence | 340,000 compounds, 0.6% hits | AID 624330 | inhibition, % at 30 µM; hits with a dose series show IC50 in µM | MgcRacGAP-stimulated Rac1 GTP hydrolysis, ADP Hunter fluorescence; higher % means a stronger effect; GST-tagged Rac1 F28L mutant substrate;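 active means first-screen hits whose inhibition reached a set limit at any dose in the follow-up dose series; inconclusive means inhibition above the set first-screen limit but never retested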;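 further: fluorescence reports GDP produced by GAP-driven GTP hydrolysis; strong numbers were not always called active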
NTR1 ag: agonists of NTR1, primary screen, imaging, U2OS cells, beta-arrestin-GFP, high content (AID 493036). P30989. NTR1-U2OS beta-arrestin-GFP spot imaging, agonist mode. 330,000 compounds, 0.17% hits. activation, % at 20 µM;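 active means activation at or above 40% of the spot to cytoplasm intensity ratio, with at least 20 cells analyzed; inconclusive means wells under 20 cells, flagged as cytotoxic or low count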;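 further: 0% = DMSO without peptide and 100% = 100 nM NTR1 peptide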
Target sequence (P30989 whole entry, looked up): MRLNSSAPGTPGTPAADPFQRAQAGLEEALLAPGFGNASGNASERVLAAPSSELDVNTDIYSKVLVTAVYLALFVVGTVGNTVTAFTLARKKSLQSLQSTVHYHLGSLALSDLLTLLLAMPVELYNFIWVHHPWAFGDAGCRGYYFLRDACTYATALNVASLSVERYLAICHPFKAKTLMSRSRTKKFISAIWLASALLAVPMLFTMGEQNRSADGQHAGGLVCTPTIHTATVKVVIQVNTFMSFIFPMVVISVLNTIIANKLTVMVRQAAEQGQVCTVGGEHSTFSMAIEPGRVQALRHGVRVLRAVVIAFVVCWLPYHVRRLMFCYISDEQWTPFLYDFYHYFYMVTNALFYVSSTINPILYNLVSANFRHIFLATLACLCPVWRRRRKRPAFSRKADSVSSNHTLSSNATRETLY
NTR1 ag cell count 20 µM: further read-out of NTR1 ag, marked with its call; cell count; measured here: cell count, cytotoxicity flag
* hit, by the source's call; ? = inconclusive; & = joins results of further samples; [ ] = dose if it differs, or a comment.

A first look (11 entries):
cpd	SMILES	NTR1 ag	NTR1 ag cell count 20 µM	K1F lysis inhibition	MgcRacGAP inhibition
1	OC(CN1CCOCC1)c1csc2ccccc12 (stereo unspecified)	1.7	42	0.4%	8.2%
2	CN1C(CC(O)c2ccccc2)CCCC1CC(O)c1ccccc1 (stereo unspecified)	-1.2	62	0.6%	3.1%
3	N#CCCCCC#N	0.3	54	3.2%	2.1%
4	COc1ccc(C(=O)OC2C[C@H]3CC[C@H](C2)N3C)cc1OC (stereo partly specified)	-0.3	58	-0.8%	3.9%
5	COC(=O)C1=C(c2ccc(F)cc2F)C[C@@H]2CC[C@H]1N2C(=O)NCc1ccc2c(c1)OCO2	-0.3	77	-0.3%	11.5%
6	O=C1N[C@@H](Cc2ccccc2)C(=O)N2[C@H]1C[C@H]1c3ccccc3N(OOSc3ccccc3)[C@H]12	0.8	95	-0.1%	9.9%
7	N[C@@H]1CC[C@@]2(O)[C@H]3Cc4ccc(O)c5c4[C@@]2(CCN3CC2CC2)C1O5 (stereo partly specified)	1.9	62	-0.4%	2.6%
8	COC(=O)C1=C(c2cc3ccccc3s2)C[C@@H]2CC[C@H]1N2C(=O)NC(C)C	-2.8	84	0.5%	5.3%
9	ClCCOCCCl	4.0	50	-0.5%	-0.4%
10	COC(=O)C1=C(c2c(C)noc2C)C[C@@H]2CC[C@H]1N2C(=O)NC1CC1	-0.4	45	1.0%	8.7%
11	CN1CC2=CC(O)CC3Oc4c(O)ccc(c4[C@]23C)C1 (stereo partly specified)	2.4	87	1.0%	-3.0%

Results, repeating the preview:
cpd	SMILES	NTR1 ag	NTR1 ag cell count 20 µM	K1F lysis inhibition	MgcRacGAP inhibition
1	OC(CN1CCOCC1)c1csc2ccccc12 (stereo unspecified)	1.7	42	0.4%	8.2%
2	CN1C(CC(O)c2ccccc2)CCCC1CC(O)c1ccccc1 (stereo unspecified)	-1.2	62	0.6%	3.1%
3	N#CCCCCC#N	0.3	54	3.2%	2.1%
4	COc1ccc(C(=O)OC2C[C@H]3CC[C@H](C2)N3C)cc1OC (stereo partly specified)	-0.3	58	-0.8%	3.9%
5	COC(=O)C1=C(c2ccc(F)cc2F)C[C@@H]2CC[C@H]1N2C(=O)NCc1ccc2c(c1)OCO2	-0.3	77	-0.3%	11.5%
6	O=C1N[C@@H](Cc2ccccc2)C(=O)N2[C@H]1C[C@H]1c3ccccc3N(OOSc3ccccc3)[C@H]12	0.8	95	-0.1%	9.9%
7	N[C@@H]1CC[C@@]2(O)[C@H]3Cc4ccc(O)c5c4[C@@]2(CCN3CC2CC2)C1O5 (stereo partly specified)	1.9	62	-0.4%	2.6%
8	COC(=O)C1=C(c2cc3ccccc3s2)C[C@@H]2CC[C@H]1N2C(=O)NC(C)C	-2.8	84	0.5%	5.3%
9	ClCCOCCCl	4.0	50	-0.5%	-0.4%
10	COC(=O)C1=C(c2c(C)noc2C)C[C@@H]2CC[C@H]1N2C(=O)NC1CC1	-0.4	45	1.0%	8.7%
11	CN1CC2=CC(O)CC3Oc4c(O)ccc(c4[C@]23C)C1 (stereo partly specified)	2.4	87	1.0%	-3.0%
12	Oc1ccc2c3c1OC1[C@H](O)CC[C@@]4(O)[C@@H](C2)N(CC2CC2)CC[C@]314 (stereo partly specified)	-0.2&0.0	50&51	1.0%&0.5%	1.3%&7.4%
13	N[C@@H](Cc1ccc(N(CCCl)CCCl)cc1)C(=O)O	1.0	53	1.4%	2.4%
14	COC(=O)C1=C(c2ccc(F)cc2F)C[C@@H]2CC[C@H]1N2C(=O)NCCCOC(C)C	0.5	61	1.0%	-0.3%
15	COC(=O)C1=C(c2ccc(OC(F)(F)F)cc2)C[C@@H]2CC[C@H]1N2C(=O)NCc1ccc(F)cc1	2.9	47	0.0%	8.6%
16	CC(c1ccccc1)[n+]1ccccc1 (stereo unspecified)	1.7	71	1.4%	7.0%
17	CN1CC[C@]23c4c5ccc(OC6OC(C(=O)O)[C@@H](O)C(O)[C@H]6O)c4OC2C(O)C=CC3[C@H]1C5 (stereo partly specified)	4.5	41	0.0%	0.6%
18	COC(=O)C1=C(c2ccc(F)cc2F)C[C@@H]2CC[C@H]1N2C(=O)N1CCCCC1	-1.5	23	0.6%	9.9%
19	CC(=O)[C@H]1CCC2C3CC[C@H]4C[C@@H](O)CC[C@]4(C)C3CC[C@@]21C (stereo partly specified)	4.8	57	0.2%	-14.8%
20	O=C(O)Cc1cnc[nH]1	3.0	53	2.3%	6.9%
21	C[C@]12CC[C@H](O)CC1=CCC1C2CC[C@]2(C)C(=O)[C@H](Br)CC12 (stereo partly specified)	3.2	70	2.2%	11.9%
22	COC(=O)C1=C(c2ccccc2)C[C@@H]2CC[C@H]1N2C(=O)NCc1ccccc1	-5.8	90	-0.8%	5.3%
23	O=c1ccc2cc3ccoc3c(O)c2o1	-0.7	56	0.9%	3.0%
24	COC(=O)C1=C(c2ccc(-c3ccccc3)c(F)c2)C[C@@H]2CC[C@H]1N2C(=O)N1CCC(C)CC1	2.8	66	2.7%	9.2%
25	Cc1cc(-c2ccccc2)cc(-c2ccccc2)[n+]1CCc1ccccc1	-1.3	89	0.0%	11.3%
26	C[C@]12CCC3C(CC[C@H]4C[C@@H](O)CC[C@]34C)C1CC[C@@H]2OC(=O)[C@H](N)CCCCN (stereo partly specified)	17.4	57	?	24.4%
27	C=C1[C@H]2CC[C@H]3[C@]4(C)C[C@H](O[C@@H]5OC(CO)[C@@H](OSOOO)[C@H](OS(=O)(=O)O)[C@H]5OC(=O)CC(C)C)C[C@@H](C(=O)O)[C@H]4CC[C@]3(C2)[C@H]1O (stereo partly specified)	-2.1	54	3.2%	7.1%
28	COC(=O)C1=C(c2ccc(F)cc2OCc2ccccc2)C[C@@H]2CC[C@H]1N2C(=O)NCc1ccccc1C(F)(F)F	-1.2	61	4.2%	8.7%
29	COc1cc(CC(C)N)c(OC)cc1I (stereo unspecified)	-0.7	62	-1.1%	3.9%
30	CCCCCC[N+](=O)[O-]	-2.2	61	-0.7%	0.8%
31	CCN(C(=O)COC(=O)c1cc(C)n(C2CC2)c1C)c1ccccc1	-0.8	63	1.9%[50 µM]	1.0%
32	COCCO[C@H]1CCC2C3CC=C4C[C@@H](O)CC[C@]4(C)C3CC[C@@]21C (stereo partly specified)	1.0	43	-1.7%	7.2%
33	O=[N+]([O-])c1cc(O)c(O)c([N+](=O)[O-])c1	-1.2	50	-2.0%	0.2%
34	COC(=O)C1=C(c2ccc(OCc3ccccc3)cc2)C[C@@H]2CC[C@H]1N2C(=O)NCc1cccc(C(F)(F)F)c1	0.5	62	1.8%	7.0%
35	CC1CCN(C(=O)COC(=O)c2cn(C)c3ccccc23)CC1	0.3	94	1.0%[50 µM]	6.8%
36	CNCCc1c[nH]c2ccc(O)cc12	0.2	49	0.9%	26.5%
37	COC(=O)C1=C(c2ccc(OC)c(OC)c2)C[C@@H]2CC[C@H]1N2C(=O)N1CCCC1	-0.3	54	-0.9%	-5.8%
38	Nc1ncc([N+](=O)[O-])s1	0.6	63	-0.6%	9.8%
39	COC(=O)C1=C(c2ccc3ccccc3c2)C[C@@H]2CC[C@H]1N2C(=O)NC1CC1	1.2	53	1.6%	7.9%
40	COC(=O)C1=C(c2cc3ccccc3s2)C[C@@H]2CC[C@H]1N2C(=O)NCc1ccco1	-0.3	63	0.6%	2.9%
41	Fc1ccc(C(OCCN2CCN(CCCc3ccccc3)CC2)c2ccc(F)cc2)cc1	19.5	50	0.0%	6.7%
42	CN(C)[C@@H]1C(=O)C(C(N)=O)=C(O)[C@@]2(O)C(=O)C3=C(O)c4c(O)cccc4[C@@](C)(O)C3[C@H](O)C12 (stereo partly specified)	-1.3&1.7	61&59	-9.1%&-9.9%	?
43	CC(C)CC(=O)Nc1ccc(S(=O)(=O)N2CC3CC(C2)c2cccc(=O)n2C3)cc1 (stereo unspecified)	0.6	52	1.3%[50 µM]	6.5%
44	COC(=O)C1=C(c2c(C)noc2C)C[C@@H]2CC[C@H]1N2C(=O)NCCOc1ccc(OC)cc1	-0.8	51	0.1%	5.6%
45	C[C@]12CC[C@H](O)C[C@H]1CC[C@@H]1C2CC[C@]2(C)[C@@H](C3=CC(=O)OC3)[C@@H](O)C[C@]12O (stereo partly specified)	0.2	42	2.2%	1.9%
46	CC(=O)N[C@@H]1CC[C@@]2(O)[C@H]3Cc4ccc(O)c5c4[C@@]2(CCN3CC2CC2)[C@@H]1O5	2.3	39	-0.5%	-2.8%
47	c1ccc(C(OCCN2CCN(c3ncccn3)CC2)c2ccccc2)cc1	-0.1	40	-0.8%	1.4%
48	COC(=O)C1=C(c2ccc(F)cc2OCc2ccccc2)C[C@@H]2CC[C@H]1N2C(=O)NCCCOC(C)C	1.1	55	0.8%	3.9%
49	[O-]c1ccccc1-[n+]1c(-c2ccccc2)cc(-c2ccccc2)cc1-c1ccccc1	4.6	104	2.4%	6.7%
50	CC(=O)O[C@@H]1CC[C@]2(C)C3CC[C@@]4(C)C(C[C@@H](O)[C@@H]4O)C3[C@@H](OC(C)=O)C[C@H]2C1 (stereo partly specified)	2.8	68	-0.6%	0.0%
51	COC(=O)C1=C(c2ccccc2OCc2ccccc2)C[C@@H]2CC[C@H]1N2C(=O)NCCOc1ccc(OC)cc1	3.4	51	2.1%	10.1%
52	O=NN1CCCCC1	2.3	51	-0.8%	3.6%
53	COC(=O)C1=C(c2ccc(C(C)=O)cc2)C[C@@H]2CC[C@H]1N2C(=O)NC(C)C	4.4	57	0.2%	4.7%
54	CC(C)(C)c1o[nH]c(=O)c1CC(N)C(=O)O (stereo unspecified)	2.7	70	4.8%	-2.4%
55	CC(=O)N(C)CC#CCN1CCC(O)CC1	-3.0	92	0.1%	16.2%
56	COC(=O)C1=C(c2ccccc2)C[C@@H]2CC[C@H]1N2C(=O)NC1CC1	-3.9	100	-0.6%	6.6%
57	CN(C(=O)COC(=O)c1cn(C)c2ccccc12)C1CCCCC1	0.1	67	0.8%[50 µM]	5.0%
58	COC(=O)C1=C(c2cc3ccccc3s2)C[C@@H]2CC[C@H]1N2C(=O)NCc1ccc(F)cc1	4.7	82	0.8%	7.5%
59	C[C@]12CCC3C(CC[C@H]4C[C@@H](O)CC[C@]34C)C1C/C(=N/O)[C@@H]2O (stereo partly specified)	0.1	71	0.1%	0.9%
60	CN(C)C(=O)Oc1cc(OC(=O)N(C)C)cc(C(O)CNC(C)(C)C)c1 (stereo unspecified)	2.4&0.5	56&59	2.5%&1.6%	5.5%&5.3%

The list goes on.
cpd	SMILES	NTR1 ag	NTR1 ag cell count 20 µM	K1F lysis inhibition	MgcRacGAP inhibition
61	C[C@@H]([C@@H](O)c1ccccc1)N(C)C(=O)Cc1ccccc1	11.9	80	0.9%	4.9%
62	COC(=O)C1=C(c2ccc(OC)c(OC)c2)C[C@@H]2CC[C@H]1N2C(=O)NCc1ccc(F)cc1	0.2	44	0.0%	7.0%
63	Cc1cccc(NC(=O)CN2CCN(C(=O)COc3cccc(Br)c3)CC2)c1C	-1.0	76	0.3%[50 µM]	2.5%
64	COC(=O)C1=C(c2ccc(OC(F)(F)F)cc2)C[C@@H]2CC[C@H]1N2C(=O)NCc1cccc2ccccc12	1.7	42	-0.7%	-4.3%
65	CCC(C)(C)c1ccc(O)cc1	-0.2	59	0.3%	-2.1%
66	CC(=O)OC1=CC[C@H]2[C@@H]3CC[C@H]4C[C@H](OC(C)=O)[C@@H](OC(C)=O)C[C@]4(C)[C@H]3CC[C@]12C	2.1	86	-0.1%	-0.1%
67	Oc1ccc(C2=CCNCC2)cc1O	-4.6	95	3.9%	20.8%
68	CCC1(c2ccccc2)C(=O)NC(=O)NC1=O	0.0	43	-0.1%	0.8%

The list is partial, so the mix of outcomes need not match the whole.
